Myeloid diff 2: induction of myeloid progenitor differentiation, primary screen, cell-based, flow cytometry, MLPCN library; ER-HoxA9 myeloid progenitors, lysozyme-GFP differentiation; calls only at 10 µM; 360,000 tested, 1% active; AID 624256, 2012;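 active means normalized GFP-positive differentiation at or above the plate's own cutoff, the solvent-only control mean plus 3 SD; inconclusive means no clear call, values can overlap the other calls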;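 further: cells exposed to compound for four days before flow analysis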
Myeloid diff 2 GFP+ MAC1+ %: further read-out of Myeloid diff 2, marked with its call; GFP+ MAC1+ double positive, %; measured here: differentiation confirmed by MAC1 staining
An asterisk follows results filed as active; i = inactive; ? = inconclusive; . = not tested or not shown; + = active, no number.

Start of the listing, in advance, 6 compounds:
SMILES | Myeloid diff 2 | Myeloid diff 2 GFP+ MAC1+ %
Cc1cnc(C(=O)OCC(=O)Nc2cccc(C)c2C)cn1 | i | 0.9
O=C(O)c1c[nH]c2nccnc12 | i | 0.3
O=C(NCC(c1ccco1)N1CCN(c2ccc(F)cc2)CC1)c1cccs1 (stereo not given) | i | 0.8
O=C1C(Cl)=C(O)C2(Cl)C(Cl)=C(Cl)C12Cl (stereo not given) | i | 0.2
CC1CCN(C(=O)CSC2=NS(=O)(=O)c3cc(F)ccc3N2)CC1 | i | 0.4
CC1CCC(NC(=O)c2cc(S(=O)(=O)N3CCCCC3)ccc2N2CCOCC2)CC1 (stereo not given) | i | 0.6

The listing, repeating the preview:
SMILES | Myeloid diff 2 | Myeloid diff 2 GFP+ MAC1+ %
Cc1cnc(C(=O)OCC(=O)Nc2cccc(C)c2C)cn1 | i | 0.9
O=C(O)c1c[nH]c2nccnc12 | i | 0.3
O=C(NCC(c1ccco1)N1CCN(c2ccc(F)cc2)CC1)c1cccs1 (stereo not given) | i | 0.8
O=C1C(Cl)=C(O)C2(Cl)C(Cl)=C(Cl)C12Cl (stereo not given) | i | 0.2
CC1CCN(C(=O)CSC2=NS(=O)(=O)c3cc(F)ccc3N2)CC1 | i | 0.4
CC1CCC(NC(=O)c2cc(S(=O)(=O)N3CCCCC3)ccc2N2CCOCC2)CC1 (stereo not given) | i | 0.6
Cc1ccc(C)c(S(=O)(=O)N2CCN(C(=O)CCC(=O)c3cc(C)sc3C)CC2)c1 | + | 2.4*
O=[N+]([O-])c1ccc(C=CC=Cc2ccccc2)cc1 | i | 1.5
CCOC(=O)[C@H]1[C@H]2COc3ccc(OC)cc3[C@@H]2N2C(=O)CN(Cc3ccccc3)C(=O)[C@@]12C | i | 1.3
CCN(C(=O)COC(=O)c1cccc(S(=O)(=O)N2CCOCC2)c1)C1CCS(=O)(=O)C1 (stereo not given) | i | 0.2
CC1(c2nnc(-c3ccncc3)o2)CC(c2cccc(Cl)c2)=NO1 (stereo not given) | i | 1.4
COc1cc(C)c(C(=O)CC(=O)c2c(C)cc(OC)cc2C)c(C)c1 | + | 1.8*
Cc1ccc(C)c(C(=O)CN2C(=O)C(=O)N(C3CCCC3)C2=O)c1 | i | 2.0
COc1ccc(CNS(=O)(=O)c2cc3c4c(c2)CCN4C(=O)CC3)cc1 | i | 1.3
O=C(c1ccc(S(=O)(=O)Nc2cccc(C(F)(F)F)c2)cc1)N1CCN(c2ccccc2O)CC1 | i | 1.0
CC(C)=CCC[C@](C)(O)C1CC[C@]2(C)C1C(O)CC1[C@@]3(C)CCC(O)C(C)(C)C3C(O[C@@H]3OC(CO)C(O)C(O)C3O[C@@H]3OC(C)C(O)C(O)C3O)C[C@]12C (stereo not given in full) | i | 2.3
CCOc1ncccc1C(=O)N1CCN(S(=O)(=O)c2cccs2)CC1 | i | 0.6
CC(C)C(=O)Nc1ccc(N2CCOCC2)c(S(=O)(=O)Nc2ccccc2Cl)c1 | i | 0.5
N#Cc1cccc(Oc2ccc(S(=O)(=O)N3CCCC3)cn2)c1 | i | 0.6
Cc1ccccc1N1CCN(CC(=O)Nc2ccccc2C(=O)NC2CC2)CC1 | i | 0.3
Cc1noc(C)c1COC(=O)c1cccc(S(=O)(=O)N2CCOCC2)c1 | i | 1.2
COC(=O)C(N)CCCCN (stereo not given) | i | 1.5
Cc1cc(NC(=O)CS(=O)(=O)c2ccc(F)cc2)no1 | i | 0.7
COc1ccc(-c2cc(-c3nc4ccccn4c3NCc3ccccc3)ccc2OC)cc1 | i | 0.1
O=C(NCC(c1ccc(F)cc1)N1CCOCC1)c1cccnc1Sc1ccccc1Cl (stereo not given) | i | 1.0
CCOc1ccc(CCNC(=O)COC(=O)c2ccc(F)c(S(=O)(=O)N3CCOCC3)c2)cc1OCC | i | 0.6
CSc1nc(N)nc2c1ncn2CC(=O)Nc1ccc(C)c(C)c1 | i | 0.5
CC1=C(C(=O)N(C(C)C)C(C)C)CC(CC(=O)NCc2cccs2)C(=O)N1Cc1ccccc1 (stereo not given) | i | 0.4
Cc1ccc(OCC(=O)c2cc(C)n(-c3cc(C)on3)c2C)c([N+](=O)[O-])n1 | + | 0.5*
c1cc2c(cc1CNc1ccc(N3CCOCC3)cc1)OCO2 | i | 1.6
CCC(CO)Oc1cc(NC(=O)c2cccc([N+](=O)[O-])c2)c2ncn(C(C)C)c2c1 (stereo not given) | i | 0.5
CC(C)(C)OC(=O)N1CCC(C(=O)Nc2cccc(C(=O)NCCCc3ccccc3)c2)CC1 | i | 1.0
O=C(Cn1ccc(C(F)(F)F)n1)NNC(=O)c1ccco1 | i | 0.5
O=C(O)c1ccccc1C(=O)OCc1c(-c2ccccc2)ncc2ccccc12 | i | 1.2
Cc1c(Cl)cccc1NC(=O)CSc1nc(=O)n(CCCN2CCOCC2)c2c1CCCC2 | i | 1.1
CN1C(=O)N(CC(=O)c2ccc3c(c2)OCO3)C(=O)C12CCCCC2 | i | 0.6
COc1ccc(N2CCN(CCCn3ccc(NC(=O)OCc4ccccc4)nc3=O)CC2)cc1 | i | 0.5
O=C(COC(=O)COc1ccccc1F)NC1CC1 | i | 0.5
O=S(=O)(NC1=NCCCCC1)c1cc(F)ccc1F | i | 1.2
COc1ccc2c(COC(=O)CCS(=O)(=O)c3ccc(C)cc3)cc(=O)oc2c1 | i | 1.2
COc1ccc2sc(-c3ccc(N(C)C)cc3)c(C#Cc3cncn3C)c2c1 | ? | .
COC(=O)[C@H]1C[C@H](OC(=O)NCc2ccco2)[C@@]2(O)CN(S(=O)(=O)c3ccc(C)cc3)CC2[C@H]1C(=O)OC (stereo not given in full) | i | 1.0
Cc1ccc(NC(=O)CN2CCOCC2)cc1S(=O)(=O)N1CCCCC1 | i | 0.2
Cc1ccc(NC(=O)CCN2C(=O)NC(C)(C)C2=O)cc1F | i | 1.3
O=C(Cc1ccc(NC(=O)C2CCN(C(=O)c3ccccc3)CC2)cc1)Nc1ccc(C(=O)N2CCOCC2)cc1 | i | 0.6
COc1ccccc1NS(=O)(=O)c1cccc(NS(=O)(=O)c2cc(C(=O)O)ccc2Cl)c1 | i | 0.2
CCN(C[C@H]1N[C@@](C)(C(=O)OC)[C@H]2C(=O)N(C)C(=O)[C@@H]12)C(=O)Nc1ccc(C(F)(F)F)cc1 | i | 1.6
CN(C(=O)c1ccc(NC(=O)Cc2cccc(NC(=O)C3CCN(C(=O)C4CCCCC4)CC3)c2)cc1)C1CCCC1 | i | 3.2
C=C1CCC2[C@](C)(CO[C@@H]3O[C@H](CO)[C@@H](O)[C@H](O)[C@H]3O)CCC[C@@]2(C)[C@@H]1CCC1=CCOC1=O (stereo not given in full) | i | 1.9
C/C=C1\NC(=O)[C@H](C)NC(=O)[C@@H](NC(=O)[C@@H](Cc2ccc(O)cc2)NC(=O)[C@@H](NC(=O)/C(C)=C/C)C(C)C)[C@@H](C)OC(=O)[C@H](CCCCc2ccc(O)cc2)NC(=O)[C@@H](CCC(=O)OC)NC1=O | i | 1.3
CCOc1ccc(Nc2ccc(N)c(S(=O)(=O)O)c2)cc1 | i | 0.4
O=C(C(=O)N1CCN(c2ccccc2)CC1)c1ccco1 | i | 0.9
COc1cc(CNC[C@H]2O[C@@H](n3cnc(C(N)=O)n3)[C@H](O)[C@@H]2O)ccc1OCc1cccc(Cl)c1 | i | 0.7
Cc1ccc(C)c(OCCC(=O)OC(C)C(=O)Nc2c(C)n(C)n(-c3ccccc3)c2=O)c1 (stereo not given) | i | 0.9
O=S(=O)(NN=C(c1ccccc1)c1ccccc1)c1ccccc1 | i | 0.3
COc1cccc(CNC(=O)Cc2ccc(S(=O)(=O)N3CCOCC3)s2)c1 | i | 1.8
COc1ccc(S(=O)(=O)N2CCCCC2)cc1NC(=O)C1CC1 | i | 1.7
CC(C)=CCC[C@H](C)C[C@@H]1CC2=C(C(=O)OC(C)(C)O2)[C@H](c2ccc(F)cc2)O1 | i | 1.2
O=C(OCCOc1ccc(F)cc1)c1ccc(S(=O)(=O)N2CCCC2)cc1 | i | 0.1
COc1cccc(Nc2nc(NCCO)nc(N3CCCC3)n2)c1 | i | 0.7

Continuation.
SMILES | Myeloid diff 2 | Myeloid diff 2 GFP+ MAC1+ %
COc1ccccc1CCC(=O)NNC(=O)c1ccncc1 | i | 0.7
CN(Cc1cccc(F)c1)C(=O)CSc1nnc(C2CC2)n1C1CC1 | i | 0.7
O=C(Nc1ccc(N2CCOCC2)cc1)c1csc([C@@H]2O[C@H](CO)[C@H](O)[C@H](O)[C@H]2O)n1 | i | 0.3
CC(C)c1cc(N=O)cc(C(C)C)c1O | i | 0.8
CN(C(=O)Cn1c(=O)oc2ccccc21)C1CCCCC1 | i | 1.0
N#CC1(NC(=O)COC(=O)CN2C(=O)c3ccccc3C2=O)CCCCC1 | i | 0.5
OC1CCCC1 | i | 3.5
COc1ccccc1-c1cnc(C(O)c2ccc(C(C)(C)C)cc2)[nH]1 (stereo not given) | i | 1.4
CC(C)NC(=O)C1(C)CN(S(C)(=O)=O)CC(=O)N1Cc1ccc2c(c1)OCO2 (stereo not given) | i | 2.2
C=CCCC(=O)N1C[C@H]2CON(C)[C@H]2C[C@H]1c1ccc(Br)cc1 | i | 0.7
COc1ccc(S(=O)(=O)N2CCCCC2)cc1NC(=O)CCCOc1ccc(C)cc1 | i | 0.5
Cc1cc(C(=O)N2CCN(S(=O)(=O)c3ccccc3C#N)CC2)c(C)o1 | i | 1.2
Cc1ccc(S(=O)(=O)N2CCN(C(=O)c3ccc4nc[nH]c4c3)CC2)cc1 | i | 0.8
COc1ccc(S(=O)(=O)Nc2ccc3c(c2)C(=O)N([C@H](C)CO)C[C@@H](C)[C@@H](CN(C)S(=O)(=O)c2ccc(Cl)cc2)O3)cc1 | i | 1.1
O=C(COC(=O)c1cc(S(=O)(=O)N2CCOCC2)ccc1O)NCc1ccc2c(c1)OCO2 | i | 0.5
O=C1c2ccccc2S(=O)(=O)c2cc(C(=O)N3CCCC3)ccc21 | i | 2.0
Cc1ccc(S(=O)(=O)N(C)C[C@@H]2Oc3ccc(NS(=O)(=O)c4ccccc4)cc3CC(=O)N([C@@H](C)CO)C[C@H]2C)cc1 | i | 0.9
Fc1cccc(Cc2c(-c3ccco3)nc3c(Cl)cc(C(F)(F)F)cn23)c1 | i | 0.6
COc1ccc(C(=O)COC(=O)c2ccccc2C(=O)N(C)c2ccccc2)c(OC)c1 | i | 0.6
O=C(COc1ccc(Br)cc1)NNC(=O)c1cc(S(=O)(=O)N2CCOCC2)ccc1Cl | i | 0.6
CCN(CC(=O)NCc1cccs1)C(=O)CCOc1ccccc1 | i | 0.5
C[C@H]1[C@H](NC(=O)C(=NOC(C)(C)C(=O)O)c2csc(N)n2)C(=O)N1S(=O)(=O)O | i | 3.3
O=C(Nc1cccc(C(=O)N2CCCCC2)c1)C1CCC1 | i | 1.1
O=C(NC1CCOC1=O)c1ccccc1 (stereo not given) | i | 0.6

2 entries from above in a different format:
compound	Myeloid diff 2	Myeloid diff 2 GFP+ MAC1+ %
CCN(CC(=O)NCc1cccs1)C(=O)CCOc1ccccc1	i	0.5
C[C@H]1[C@H](NC(=O)C(=NOC(C)(C)C(=O)O)c2csc(N)n2)C(=O)N1S(=O)(=O)O	i	3.3

The results go on.
SMILES | Myeloid diff 2 | Myeloid diff 2 GFP+ MAC1+ %
COc1ccc(Cl)cc1-c1cc(C(=O)NCc2ccc(F)cc2)[nH]n1 | i | 0.8
CC(O)(c1ccccc1)c1nc(-c2csc3ccccc23)cs1 (stereo not given) | i | 1.2
Fc1cccc(Cl)c1C1SCc2nc3ccccc3n21 (stereo not given) | i | 0.9
CCCNC(=O)C1CCN(S(=O)(=O)c2ccc3c(c2)OCCO3)CC1 | i | 0.6
O=C(CNC(=O)c1ccco1)Nc1ccncc1 | i | 0.6
COc1ccc(NC(=O)CSc2nncs2)cc1S(=O)(=O)N1CCCCC1 | i | 0.5
CN(C)c1ccc(CC(=O)N2CCCCC2c2cc(C(=O)Nc3ccccc3)no2)cc1 (stereo not given) | i | 1.3
Cc1cc(C)cc(OCC(=O)OC(C)C(=O)Nc2ccc(Cl)cn2)c1 (stereo not given) | i | 0.9
COc1cc(NC(=O)CN2C(=O)COc3ccccc32)cc(OC)c1 | i | 0.5
COc1ccc(-c2c(-c3cc(OC)cc(OC)c3)n(C)c3ccc(-c4ccc(SC)cc4)cc23)cc1 | i | 1.3
O=C1CS(=O)(=O)N(Cc2ccc(F)cc2)c2ccccc21 | i | 0.9
O=C(N[C@@H]1C/C=C\C[C@H](CC(=O)N(CCO)Cc2ccccc2)C(=O)NC[C@@H](c2ccccc2)OC1=O)OCC1c2ccccc2-c2ccccc21 | i | 0.8
CCN1C(=O)[C@H]2[C@@H](c3ccc(-c4cccc(Cl)c4)cc3)N[C@@](CC(C)C)(C(=O)OC)[C@H]2C1=O | i | 0.3
CCOc1ccccc1NC(=O)C(C)N1C(=O)c2ccccc2S1(=O)=O (stereo not given) | i | 1.3
Cc1cc(-c2nc3cc(F)ccc3s2)ccc1N | i | 1.0
O=S(=O)(Oc1ccccc1)c1cccnc1 | i | 1.1
COc1cccc(NC(=O)CN(C)C(=O)CSc2ncnc3sc(C)c(C)c23)c1 | i | 2.0
COc1ccc(/C=N/NC(=O)c2ccc(NS(=O)(=O)c3cccs3)cc2)cc1 | i | 0.9
CCOC(=O)C1=C(COC(=O)c2ccc(C)c(S(=O)(=O)N3CCOCC3)c2)NC(=O)NC1C (stereo not given) | i | 0.6
CC(C)(C)OC(=O)Nc1ccc([C@H](NC(=O)OC(C)(C)C)C(=O)OC(C)(C)C)cc1 | i | 0.6

Assay outcomes (PubChem BioAssay)

The list is partial; count on the stated rates, not on these rows.
